KLF5 inhibitor – KLF5 expression inhibitors, primary screen, DLD-1 cells, luminescence; inhibition, % at 5 µM; DLD-1 KLF5 promoter-luciferase reporter; actives 0.23% (n = 290,000);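 active = inhibition above a per-plate limit of that plate's mean compound inhibition plus 3 SD, cut at about 60% in these data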;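 also: 0% = DMSO wells and 100% = LY294002 at 200 µM; higher means less KLF5 promoter-driven luciferase light; inactives centre near -14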
Dyrk1A ADPGlo – rat Dyrk1A kinase inhibitors, primary screen, biochemical, single point, plate reader; Dual specificity tyrosine-phosphorylation-regulated kinase 1A (Rattus norvegicus), Q63470; ADP-Glo luminescence, NFATc1 peptide; AID 504441, 2011; actives 0.43% (n = 310,000); inhibition, % at 12.5 µM; in the data active = inhibition above about 50%;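 also: plate controls were vehicle with enzyme for no effect and no enzyme for full effect; many of its hits are not listed in these tables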
HSP90 inh – HSP90 inhibitors, primary screen, cell lysate, luminescence; Heat shock protein HSP 90 (rabbit reticulocyte lysate; luciferase refolding); Rabbit reticulocyte lysate, luciferase refolding luminescence, 3 h; inhibition, % at 5.6 µM; actives 0.91% (n = 290,000); AID 1789, 2009;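 active = inhibition above the screen-wide mean plus 3 SD, computed separately per campaign, cut at about 16% in these data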;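 also: 0% = DMSO wells and 100% = 60 µM geldanamycin wells; inhibitors lower the luminescence because luciferase stays unfolded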
Platelet DG rel – inhibitors of platelet dense granule secretion, primary screen, cell-based, MLPCN, human platelets | human platelet-rich plasma, SFLLRN dense granule ATP release, luminescence | inhibition, %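 (compounds screened at 7.5 µM in platelet-rich plasma)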 | actives 0.22% (n = 300,000);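 active = mean replicate score, as percent of positive control, at or above 50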
HSF-1 act – HSF-1 activators, primary screen, NIH3T3-HGL cells, MG132 stress, luminescence, single point; NIH3T3-HGL HSF-1 luciferase reporter, 8 h; 100% = twice DMSO control signal; activation, % at 9 µM; actives 1.7% (n = 300,000);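 active = mean replicate activation of at least 50% with a set share of replicates each reaching 50%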;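 also: 0% = median of the neutral control wells and 100% = twice that signal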
aSyn UTR inh – MLPCN primary screen, SNCA 5' untranslated region | inhibition, % (tested at 7.5 µM) | alpha-synuclein 5'UTR reporter, inhibitor activity | actives 0.82% (n = 300,000); in the data active = inhibition above about 60%;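 also: H4 neuroglioblastoma cells stably carrying SNCA 5'UTR luciferase fusion; 0% = DMSO wells and 100% = positive control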
GSK3B inh – human GSK3beta kinase inhibitors, primary screen, biochemical, cell-free homogeneous, HTS. Glycogen synthase kinase-3 beta (Homo sapiens), P49841. GST-GSK3beta kinase, ADP-Glo luminescence, 60 min; hits give low values. AID 2097, 2009. actives 0.038% (n = 300,000). activity score (negative = inhibition), % at 10 µM;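 active = more than half of replicate wells score below -50%, meaning over 50% inhibition versus plate controls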;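 also: 0% = median DMSO wells and -100% = median GW8510 positive control wells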
Target sequence (P49841 whole entry, looked up): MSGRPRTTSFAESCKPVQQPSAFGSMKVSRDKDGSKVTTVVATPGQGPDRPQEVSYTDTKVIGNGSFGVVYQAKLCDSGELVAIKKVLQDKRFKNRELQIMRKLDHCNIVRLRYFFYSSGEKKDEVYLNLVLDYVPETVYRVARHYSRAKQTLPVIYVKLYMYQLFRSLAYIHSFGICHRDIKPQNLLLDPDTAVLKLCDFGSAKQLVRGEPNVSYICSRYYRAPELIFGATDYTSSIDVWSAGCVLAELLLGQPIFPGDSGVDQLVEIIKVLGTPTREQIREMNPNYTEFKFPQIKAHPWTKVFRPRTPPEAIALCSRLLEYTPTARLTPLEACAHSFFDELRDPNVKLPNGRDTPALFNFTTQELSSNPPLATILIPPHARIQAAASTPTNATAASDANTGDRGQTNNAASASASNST
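test system = GST-tagged human GSK3beta kinase, cell-free | reagent = 25 µM ATP with peptide substrate | dosing = one dose of 10 µM per compound | schedule = 60 min reaction, RT | detection = luminescent ADP-Glo measurement of ADP formed | control set = DMSO neutral wells and GW8510 at 20 µM as positive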
GSK3 alpha inh – blockers of GSK3A enzyme activity – biochemical, luminescence, cell-free homogeneous, HTS, primary screen; Glycogen synthase kinase-3 alpha (Homo sapiens), P49840; GSK-3 alpha kinase, ADP-Glo luminescence, 60 min; inhibition, % at 10 µM; actives 0.1% (n = 320,000);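 in the data active = inhibition above about 50%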;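 also: GST-tagged GSK-3 alpha with peptide substrate and 25 µM ATP; 0% = DMSO neutral wells and 100% = GW8510 positive control wells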
Target sequence (P49840 whole entry, looked up): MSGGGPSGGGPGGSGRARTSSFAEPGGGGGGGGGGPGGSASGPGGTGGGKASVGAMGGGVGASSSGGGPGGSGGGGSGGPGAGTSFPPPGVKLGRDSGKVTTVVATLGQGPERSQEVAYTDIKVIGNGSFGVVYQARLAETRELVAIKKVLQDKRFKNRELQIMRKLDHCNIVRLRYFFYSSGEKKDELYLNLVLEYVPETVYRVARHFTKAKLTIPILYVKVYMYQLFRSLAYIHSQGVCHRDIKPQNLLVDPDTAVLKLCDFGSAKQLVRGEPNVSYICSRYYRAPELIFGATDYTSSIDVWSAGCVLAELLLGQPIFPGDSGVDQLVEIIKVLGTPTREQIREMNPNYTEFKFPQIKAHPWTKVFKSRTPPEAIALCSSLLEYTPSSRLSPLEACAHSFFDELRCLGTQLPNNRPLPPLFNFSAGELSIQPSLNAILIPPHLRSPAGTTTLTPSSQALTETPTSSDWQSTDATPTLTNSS
HSF1 inhib – HSF1 inhibitors in luciferase reporter cells, primary screen, cell-based, NIH3T3, luminescence. activity change, negative = inhibition, % at 7.5 µM (by protocol). AID 2098, 2009. actives 0.77% (n = 300,000). NIH3T3-HGL HSE-luciferase, MG132-induced, luminescence 8 h; hits give low values;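 active = more than half of replicate wells show activity change below -50%, luminescence cut by over half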;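 also: luciferase reports HSF-1 transcriptional activity via heat shock element; 0% = median of DMSO wells and -100% = zero luminescence signal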
IEC-6 cytotox – cytotoxicity in IEC-6 intestinal epithelial cells, primary screen, cytotoxicity control for KLF5 inhibitor project, cell-based, luminescence; IEC-6 cytotoxicity, luminescence viability; inhibition, % at 5 µM; actives 0.78% (n = 290,000); AID 1825, 2009; in the data active = inhibition above about 22%;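 also: 0% = plate median of test compound wells and 100% = cytotoxic reference compound wells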
Starred values were filed as active, the others as inactive; . = no result given.

#1 Cc1nc(-c2ccc(Cl)cc2)sc1C1(C)CC(c2ccc(F)cc2)=NO1 (stereo not drawn)
#2 CCCCN(CC)CCCNC(=O)c1ccc(CS(=O)(=O)c2c(Cl)cccc2Cl)o1
#3 Cc1nnc(N(C)C(=O)c2ccncc2)s1
#4 O=c1c(C(c2ccc(Cl)cc2)c2c(O)nc3n(c2=O)CCCS3)c(O)nc2n1CCCS2
#5 COc1ccc(C2c3c(-c4ccccc4)n[nH]c3C(=O)N2c2ccc(C(=O)O)cc2)cc1 (stereo not drawn)
#6 O=C(c1cccc(OC2CCN(Cc3cccc(OCCO)c3)CC2)c1)N1CCCC1
#7 CC(=O)c1ccc(-c2ccc(C(=O)NCC(c3ccc(F)cc3)N3CCOCC3)o2)cc1 (stereo not drawn)
#8 CN1C(=O)N(S(=O)(=O)c2ccc(F)c(F)c2F)C(=O)C1(C)C
#9 O=C(CSc1nnc2c(n1)[nH]c1ccccc12)NCc1ccco1
#10 CCOc1ccc(CCNC(=O)c2cn(C)c3ccc(S(=O)(=O)N4CCOCC4)cc3c2=O)cc1OCC

Compound	1	2	3	4	5	6	7	8	9	10
KLF5 inhibitor	-28	-9	-20	18	-2	-8	.	-15	1	1
Dyrk1A ADPGlo	0	-6	-6	-8	5	-2	12	3	3	-6
HSP90 inh	-4	1	1	2	4	-3	.	1	2	3
Platelet DG rel	-1	0	-1	3	-1	-6	5	-5	0	8
HSF-1 act	11	-2	-16	20	-22	-9	-4	-6	1	2
aSyn UTR inh	-54	-16	4	13	6	-7	-14	-6	-45	15
GSK3B inh	-2	0	4	4	0	-1	1	2	-4	2
GSK3 alpha inh	-1	5	-2	8	-2	0	0	1	4	0
HSF1 inhib	5	11	-2	5	-5	-3	0	-4	-7	1
IEC-6 cytotox	-2	2	0	1	1	-2	.	-2	6	-1

As entered above:
aSyn UTR inh, compound 8 is entered as -6
HSF1 inhib, compound 2 is entered as 11
GSK3B inh, compound 9 is entered as -4
HSF-1 act, compound 10 is entered as 2
KLF5 inhibitor, compound 4 is entered as 18

Ordered by SMILES length (smallest number first): 4 of the compounds above
#3 Cc1nnc(N(C)C(=O)c2ccncc2)s1
#8 CN1C(=O)N(S(=O)(=O)c2ccc(F)c(F)c2F)C(=O)C1(C)C
#5 COc1ccc(C2c3c(-c4ccccc4)n[nH]c3C(=O)N2c2ccc(C(=O)O)cc2)cc1 (stereo not drawn)
#10 CCOc1ccc(CCNC(=O)c2cn(C)c3ccc(S(=O)(=O)N4CCOCC4)cc3c2=O)cc1OCC

Compound	3	8	5	10
KLF5 inhibitor	-20	-15	-2	1
Dyrk1A ADPGlo	-6	3	5	-6
HSP90 inh	1	1	4	3
Platelet DG rel	-1	-5	-1	8
HSF-1 act	-16	-6	-22	2
aSyn UTR inh	4	-6	6	15
GSK3B inh	4	2	0	2
GSK3 alpha inh	-2	1	-2	0
HSF1 inhib	-2	-4	-5	1
IEC-6 cytotox	0	-2	1	-1

Further entries follow.
#11 Cc1ccccc1C(=O)N1CCCN(C(=O)c2ccccc2C)CC1
#12 CCCNC(=O)C1CCN(c2ccc(S(=O)(=O)N3CCOCC3)cc2Cl)CC1
#13 Nc1nc(SCC(=O)Nc2ccccc2Sc2ccc(Cl)cc2)n[nH]1
#14 CCc1nnc(NS(=O)(=O)c2ccc(NC(=O)c3cccc([N+](=O)[O-])c3)cc2)s1
#15 Cc1cc(Cl)ccc1N=c1ssnc1Cl
#16 O=C(CSc1nnc2ccccn12)NNC(=O)c1ccc(F)cc1
#17 CN(C(=O)COC(=O)CSc1ccc([N+](=O)[O-])cc1)C1CCS(=O)(=O)C1 (stereo not drawn)
#18 CCOc1nc(C)cc(C)c1S(=O)(=O)c1ccc(Cl)cc1
#19 CN1CCN(c2ccc(NC(=O)c3sc4ccccc4c3Cl)cc2)CC1
#20 COC(=O)CNC(=O)C1Cc2ccccc2CN1S(=O)(=O)c1ccc(F)cc1 (stereo not drawn)

Compound	11	12	13	14	15	16	17	18	19	20
KLF5 inhibitor	0	-7	19	-26	-24	-12	.	-7	-167	-19
Dyrk1A ADPGlo	0	7	-1	4	-3	-1	-2	2	.	-2
HSP90 inh	0	1	2	-1	1	3	.	-1	-1	1
Platelet DG rel	2	5	-5	2	1	-1	4	16	1	3
HSF-1 act	10	.	0	10	.	-19	-16	36	-50	-8
aSyn UTR inh	20	16	26	-4	12	20	6	9	40	-9
GSK3B inh	-2	2	2	5	1	2	-2	2	3	2
GSK3 alpha inh	-2	-1	-2	-4	-2	4	1	.	-11	0
HSF1 inhib	0	.	12	3	.	-5	4	1	-47	-2
IEC-6 cytotox	-7	3	5	1	-3	6	.	-7	4	1

Part of the list above in another layout.
#11 Cc1ccccc1C(=O)N1CCCN(C(=O)c2ccccc2C)CC1
  KLF5 inhibitor: 0
  Dyrk1A ADPGlo: 0
  HSP90 inh: 0
  Platelet DG rel: 2
  HSF-1 act: 10
  aSyn UTR inh: 20
  GSK3B inh: -2
  GSK3 alpha inh: -2
  HSF1 inhib: 0
  IEC-6 cytotox: -7

#12 CCCNC(=O)C1CCN(c2ccc(S(=O)(=O)N3CCOCC3)cc2Cl)CC1
  KLF5 inhibitor: -7
  Dyrk1A ADPGlo: 7
  HSP90 inh: 1
  Platelet DG rel: 5
  HSF-1 act: .
  aSyn UTR inh: 16
  GSK3B inh: 2
  GSK3 alpha inh: -1
  HSF1 inhib: .
  IEC-6 cytotox: 3

#13 Nc1nc(SCC(=O)Nc2ccccc2Sc2ccc(Cl)cc2)n[nH]1
  KLF5 inhibitor: 19
  Dyrk1A ADPGlo: -1
  HSP90 inh: 2
  Platelet DG rel: -5
  HSF-1 act: 0
  aSyn UTR inh: 26
  GSK3B inh: 2
  GSK3 alpha inh: -2
  HSF1 inhib: 12
  IEC-6 cytotox: 5

#14 CCc1nnc(NS(=O)(=O)c2ccc(NC(=O)c3cccc([N+](=O)[O-])c3)cc2)s1
  KLF5 inhibitor: -26
  Dyrk1A ADPGlo: 4
  HSP90 inh: -1
  Platelet DG rel: 2
  HSF-1 act: 10
  aSyn UTR inh: -4
  GSK3B inh: 5
  GSK3 alpha inh: -4
  HSF1 inhib: 3
  IEC-6 cytotox: 1

(next part)
#21 Cc1cccc(OCC(=O)NCCCNC(=O)c2ccccn2)c1
#22 CCOc1ccc(C2=Nn3c(nnc3-c3ccccc3OC)SC2)cc1
#23 O=C(COc1ccc(S(=O)(=O)N2CCCC2)cc1Cl)N1CCN(c2ccccc2)CC1
#24 CN(Cc1cccs1)C(=O)/C=C/c1ccccc1[N+](=O)[O-]
#25 CCOC(=O)N1CCC(NC(=O)c2ccc3c(c2)sc2nc(-c4ccccc4)cn23)CC1
#26 COc1cc2c(cc1OC)CN(CC(=O)Nc1ccc(F)cc1F)CC2
#27 Cc1ccc(-n2c(C)cc(-c3csc(N)n3)c2C)cc1
#28 COc1ccc(S(=O)(=O)NC2CC2)cc1Cl
#29 CSc1cccc(NC(=O)CN(c2cccc(C)c2)S(C)(=O)=O)c1
#30 O=C(CCSc1nc(-c2ccco2)cc(C(F)(F)F)n1)N1CCN(c2ccccc2)CC1

Compound	21	22	23	24	25	26	27	28	29	30
KLF5 inhibitor	-24	82*	-24	-37	-48	-22	19	-33	-20	-27
Dyrk1A ADPGlo	6	1	2	.	-3	-1	-6	-3	3	-8
HSP90 inh	0	5	-1	-4	-1	2	5	-1	-3	3
Platelet DG rel	6	5	-12	-5	.	-1	-4	-10	-1	-4
HSF-1 act	6	-39	27	37	.	10	2	11	22	22
aSyn UTR inh	8	109*	7	-30	.	4	-46	12	14	11
GSK3B inh	2	-2	-3	-2	.	-5	0	2	1	-1
GSK3 alpha inh	1	1	4	-5	-5	0	-1	.	1	1
HSF1 inhib	-1	-18	2	7	.	4	0	-6	8	10
IEC-6 cytotox	2	96*	-6	4	3	2	-15	-4	-1	-2

#31 COc1ccccc1C(=O)Oc1ccc2c(c1)O/C(=C\c1ccncc1)C2=O
#32 Cc1ccc(C)c(NC(=O)CCC(=O)NNC(=O)c2cccc([N+](=O)[O-])c2)c1
#33 Cc1ccc2c(c1)c(N=Nc1cccc(C(=O)O)c1)c(O)n2C
#34 O=C1C(=O)N(CNc2ccccn2)c2ccccc21
#35 COC(=O)/C(=C\c1c(OC)cc(OC)cc1OC)C(=O)c1ccc2c(c1)OCO2
#36 Cc1ccc(S(=O)(=O)N2CCOCC2)cc1C(=O)NCc1ccc(F)cc1
#37 Cc1ccc(OCC(=O)N2CCC3(CC2)CC(=O)c2ccccc2O3)cc1
#38 COCC1CCN(Cc2nc(-c3cccs3)no2)C1 (stereo not drawn)
#39 COc1ccc(C(CNS(=O)(=O)c2ccc(C)cc2)N2CCN(C)CC2)cc1 (stereo not drawn)
#40 COc1ccc(-c2[nH]nc3c2C(c2ccccc2OC(=O)N2CCOCC2)C(C#N)=C(N)O3)cc1 (stereo not drawn)

Compound	31	32	33	34	35	36	37	38	39	40
KLF5 inhibitor	1	-30	-14	-1	.	-5	.	-90	.	-17
Dyrk1A ADPGlo	-2	-3	20	2	7	0	-3	2	6	-5
HSP90 inh	2	3	0	3	.	0	.	3	.	9
Platelet DG rel	5	-6	0	-3	5	-2	4	-2	1	9
HSF-1 act	15	-8	6	-16	-3	-6	-13	9	0	17
aSyn UTR inh	9	-8	-7	1	2	-20	12	-72	-4	-60
GSK3B inh	-5	3	-1	2	-1	-1	-1	-1	0	1
GSK3 alpha inh	6	0	0	6	-2	0	-3	-1	4	-2
HSF1 inhib	9	-9	-6	-11	-8	3	0	8	-9	9
IEC-6 cytotox	-2	2	0	2	.	-5	.	2	.	1

#41 c1ccc(-c2nnc(SCC3CCCO3)nc2-c2ccccc2)cc1 (stereo not drawn)
#42 O=C(NCc1ccco1)c1csc(Nc2ccccc2Cl)n1
#43 CN(C)C(=S)Nc1ccc(Cl)cc1
#44 c1ccc2c(-c3nc(-c4ccncc4)no3)cccc2c1
#45 Cc1ccc(Nc2cc(C(=O)NCCCN3CCOCC3)c3ccccc3n2)cc1C

Compound	41	42	43	44	45
KLF5 inhibitor	-3	-20	18	-27	-50
Dyrk1A ADPGlo	3	7	10	2	.
HSP90 inh	1	0	0	-1	-2
Platelet DG rel	1	-1	5	-12	5
HSF-1 act	7	3	-7	78*	5
aSyn UTR inh	-12	-5	9	-272	-48
GSK3B inh	2	3	3	-1	3
GSK3 alpha inh	2	5	6	-2	0
HSF1 inhib	4	-1	0	36	3
IEC-6 cytotox	0	6	1	2	7

The list is partial. The share of hits here may be higher or lower than overall.
